sEH act – soluble epoxide hydrolase activators, primary screen, biochemical, human sEH; Bifunctional epoxide hydrolase 2 (Homo sapiens), P34913; purified human sEH enzymatic activity, activator screen; activation, % at 2 µM; hit rate 0.04% among 91,000; AID 717, 2007; in the data active = activation above about 37%; also: values of inactives mirror those of a sister screen read the other way
ERa coact pot – enhancers of ERα–SRC-1 coactivator binding, primary screen, biochemical, TR-FRET, ERα LBD, low estradiol. TR-FRET ERalpha-LBD/SRC-Cy5 coactivator binding, 2 h; 100 = basal binding, no effect. AID 639, 2007. hit rate 1.3% among 86,000. coactivator binding (% of control), % at 25.6 µM. Estrogen receptor (Homo sapiens), P03372; in the data active = activity above about 200%;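 also: binding measured in presence of low estradiol as agonist stimulus; 0% = peptide alone without receptor and 100% = receptor with peptide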
Target sequence (P03372 whole entry, looked up, the tested form may be a part): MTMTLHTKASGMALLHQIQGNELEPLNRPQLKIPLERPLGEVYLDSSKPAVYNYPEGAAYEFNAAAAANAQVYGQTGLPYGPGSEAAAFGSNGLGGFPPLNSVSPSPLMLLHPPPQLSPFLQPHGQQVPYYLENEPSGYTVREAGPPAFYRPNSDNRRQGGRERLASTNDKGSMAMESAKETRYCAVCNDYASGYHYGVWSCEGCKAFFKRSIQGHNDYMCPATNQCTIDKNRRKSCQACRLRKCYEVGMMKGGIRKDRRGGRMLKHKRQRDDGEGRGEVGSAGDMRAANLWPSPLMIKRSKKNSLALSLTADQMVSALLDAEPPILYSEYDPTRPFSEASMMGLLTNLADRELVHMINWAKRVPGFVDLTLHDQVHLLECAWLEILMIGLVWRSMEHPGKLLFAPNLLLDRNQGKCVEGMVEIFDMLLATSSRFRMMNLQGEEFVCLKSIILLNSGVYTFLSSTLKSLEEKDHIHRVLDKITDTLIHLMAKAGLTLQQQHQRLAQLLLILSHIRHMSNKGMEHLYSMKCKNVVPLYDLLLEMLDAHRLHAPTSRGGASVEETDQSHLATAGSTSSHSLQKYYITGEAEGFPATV
MT1-MMP txn act – MT1-MMP promoter reporter activation – cell-based, luciferase luminescence, primary screen; activation factor at 10 µM; AID 750, 2007; hit rate 0.16% among 86,000; HT1080 MT1-MMP promoter luciferase reporter, overnight; hits give high values;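 active = activation factor of at least 2 for MT1-MMP transcription at 10 µM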
ERb coact inh – inhibitors of ERβ-SRC1 coactivator interaction, primary screen, biochemical, TR-FRET, ERβ LBD, SRC-1 peptide. Estrogen receptor beta (Homo sapiens), Q92731. TR-FRET ER-beta LBD / SRC1-Cy5 peptide binding; receptor agonist-loaded with 1 µM estradiol. inhibition, % at 25.6 µM. hit rate 1.3% among 86,000. AID 633, 2007;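 active = compounds whose percent inhibition of the receptor-coactivator binding signal exceeds about 50% in the single-dose screen, limit read from the data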;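 also: 0% = receptor plus peptide wells without compound and 100% = peptide-only wells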
Target sequence (Q92731 whole entry, looked up, the tested form may be a part): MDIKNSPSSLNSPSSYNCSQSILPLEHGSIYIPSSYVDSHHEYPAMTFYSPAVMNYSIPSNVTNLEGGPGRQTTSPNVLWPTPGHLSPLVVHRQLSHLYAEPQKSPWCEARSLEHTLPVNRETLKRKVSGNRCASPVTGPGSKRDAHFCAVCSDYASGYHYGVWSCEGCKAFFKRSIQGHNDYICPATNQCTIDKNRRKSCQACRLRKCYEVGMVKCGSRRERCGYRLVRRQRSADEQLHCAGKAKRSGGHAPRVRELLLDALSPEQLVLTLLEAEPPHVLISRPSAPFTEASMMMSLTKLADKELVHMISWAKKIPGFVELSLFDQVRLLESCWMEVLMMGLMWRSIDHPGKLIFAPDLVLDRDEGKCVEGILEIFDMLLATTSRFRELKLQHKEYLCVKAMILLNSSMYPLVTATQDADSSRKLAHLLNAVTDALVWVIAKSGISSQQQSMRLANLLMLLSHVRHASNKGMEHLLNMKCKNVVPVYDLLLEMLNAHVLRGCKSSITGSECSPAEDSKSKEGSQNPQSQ
Calb biofilm kill – clotrimazole potentiators killing Candida biofilms, primary screen, with clotrimazole, Alamar Blue. hit rate 0.14% among 85,000. inhibition, % at 6 µM. C. albicans biofilm + clotrimazole;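 active = inhibition above 20%; inactive = inhibition below 20%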;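 also: preformed 24 hr biofilms exposed to compound for 48 hr; 0% = biofilm without compound and 100% = blank killed by clotrimazole plus chlorhexidine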
sEH inhibitor – soluble epoxide hydrolase inhibitors, primary screen, biochemical, human sEH | hit rate 0.34% among 91,000 | inhibition, % at 2 µM | Bifunctional epoxide hydrolase 2 (Homo sapiens), P34913 | recombinant human sEH enzymatic activity assay | AID 707, 2007; in the data active = inhibition above about 80%; also: values of inactives mirror those of a sister screen read the other way; many of its hits are not listed in these tables
Smad3 inh – Smad3/FoxH1 peptide binding inhibitors, primary screen, biochemical, TR-FRET; TR-FRET Smad3/Dy647-FoxH1 peptide binding, europium anti-His; AID 630, 2007; inhibition, % at 25 µM; hit rate 0.29% among 88,000; Mothers against decapentaplegic homolog 3 (Homo sapiens), P84022;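 active = compounds that reduce the energy-transfer binding signal between the protein and its labelled peptide by more than half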;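 also: 0% = Smad3 plus labelled peptide maximal FRET and 100% = peptide-only background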
CD11b adhes inh – inhibitors of CD11b/CD18 adhesion to fibrinogen, primary screen, K562 cells, luminescence; Integrin beta-2 (Homo sapiens) + Integrin alpha-M (Homo sapiens), P05107+P11215; ATPlite luminescence; Mn2+ added to activate the integrin; hit rate 0.54% among 93,000; inhibition, % at 10 µM; AID 1497, 2009;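 active = primary inhibition of 50% or more at 10 µM, then 40% or more on retest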; also: some results filed as inactive read as strong as hits
Mac1 fbg enh – enhancers of CD11b/CD18 adhesion to fibrinogen, primary screen, K562 cells, luminescence; ATPlite luminescence; activation, % at 10 µM; hit rate 0.07% among 93,000;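 active = 10 µM primary screen giving 50% or more activity, confirmed by 40% or more on retest at that dose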; also: strong numbers were not always called active; reference of the scale not given here
The depositor's hits bear a star; . = no result given; [ ] = remark or other dose. Only part of the results is shown. The share of hits here may be higher or lower than overall.

Fields: sEH act	CD11b adhes inh	Mac1 fbg enh	Calb biofilm kill	ERa coact pot	sEH inhibitor	ERb coact inh	Smad3 inh	MT1-MMP txn act
1	CCCN1C2CCCC1CC(NC(=O)Nc1ccc(C(C)C)cc1)C2 (stereo unspecified)
 : -7	.	.	7	97	8	-8[fluorescence artefact?]	2	1.2
2	Cc1cccc(C)c1OCC(O)CNS(=O)(=O)c1ccccc1C(=O)N1CCCCC1 (stereo unspecified)
 : 3	.	.	9	109	0	-22	2	1.2
3	COc1cccc(NS(=O)(=O)c2ccc3[nH]cc(C(=O)NCCC(C)C)c(=O)c3c2)c1
 : 3	-1	-1	3	77	-5	27	8	0.9
4	COc1ccccc1-n1c(CNC(=O)COc2ccccc2)n[nH]c1=S
 : 0	-5	-4	11	98	1	0	1	.
5	CCN(CC)C(=O)c1c(NC(=O)c2ccccc2)sc(C)c1C
 : -20	-29	2	2	95	22	0	-7	.
6	Cc1cc(C)nc(SCc2nc3ccccc3n2C)n1
 : 2	-10	-3	-8	118[fluorescence artefact?]	-2	0	0	1.3
7	CCOC(=O)c1ccc2cccc(C)n2c1=O
 : -9	3	4	.	.	11	.	.	.
8	Cc1cccc(N2CCN(C(=O)CCCSc3nc4ccccc4[nH]3)CC2)c1C
 : -8	18	-3	-6	85	11	-9	-6	1
9	COc1ccc(C(=O)/C=C(\N)C(F)(F)F)c(O)c1
 : .	-2	-5	7	113	.	6[fluorescence artefact?]	10	1.2
10	COc1ccc(F)cc1S(=O)(=O)Nc1ccc2c(c1)OCCO2
 : .	3	0	1	89	.	-10[fluorescence artefact?]	-10	.
11	O=C(NC1CC1)c1scc2c1OCCO2
 : 2	-5	-8	10	106	-3	-11[fluorescence artefact?]	1	1.1
12	Cn1ccnc1Sc1nc2c(c(=O)n(C)c(=O)n2C)n1C
 : 6	-10	-1	9	110	-5	0	-2	1.1
13	O=C(CN1C(=O)c2ccccc2C1=O)Nc1cccc2cccnc12
 : -8	-2	-3	2	70	7	24	-4	1
14	COc1ccc2cc(CN(CCc3ccccc3)Cc3nnnn3Cc3ccco3)c(=O)[nH]c2c1
 : -7	29	-2	7	158[fluorescence artefact?]	4	1[fluorescence artefact?]	-1	1.1
15	O=C(c1ccc(N2C(=O)CCC2=O)cc1)N1CCOCC1
 : .	-9	4	-1	127	.	0	3	1
16	COc1ccc(-c2nnc(SCc3cc(C)cc(C)c3)o2)cc1
 : 6	22	4	6	108	-6	33	-6	1
17	CCc1nnc(NC(=O)c2cccs2)s1
 : .	-10	8	-9	88[fluorescence artefact?]	.	10[fluorescence artefact?]	-7	1.3
18	CC(=O)C1C(c2ccc(F)c(F)c2)NC(=O)NC1(O)C(F)(F)F (stereo unspecified)
 : -3	.	.	5	111[fluorescence artefact?]	6	-14	-2	1.1
19	CCN(CC)S(=O)(=O)c1ccc(Cl)c(C(=O)Nc2nncs2)c1
 : .	-14	-1	2	118	.	0	-1	1.1
20	COc1cc(Cn2cnnn2)ccc1O
 : 5	.	.	10	112	-4	-3	10	1.2
21	COc1cccc(C2NC(=O)NC(C)=C2C(=O)Nc2ccc(C)cc2)c1OC (stereo unspecified)
 : -14	10	-3	7	135[fluorescence artefact?]	12	-4	3	1.1
22	Cc1ccc(CCNC(=O)NC(C)(C)C)cc1
 : -21	-5	0	9	111[fluorescence artefact?]	23	-7	4	1.6
23	CCOC(=O)N1CCC(NC(=O)CCc2nc(-c3ccccc3F)no2)CC1
 : -11	10	-2	9	108	14	-4	3	1.1
24	COc1ccc(/C=N/Nc2nc3ccccc3o2)cc1OC
 : 15	-3	-5	-2	98	-13	6	-10	1.7
25	COC(=O)c1ccc(-c2nc3ccccc3o2)cc1
 : .	37	3	7	111[fluorescence artefact?]	.	24	15	1.6
26	CCCCn1c(SCC(=O)Nc2ccccc2C(F)(F)F)nc2ccsc2c1=O
 : -2	7	-5	3	142[fluorescence artefact?]	5	2[fluorescence artefact?]	6	1.2
27	CCOC(=O)CN1C(=O)C(C)(C)Oc2ccc(C(=O)NC(C)(C)CC)cc21
 : -4	11	-4	0	103	6	-37	10	1.4
28	COc1cccc(C2CC(=O)N3CN(c4ccccc4F)CSC3=C2C#N)c1 (stereo unspecified)
 : 15	-4	-2	4	87	-16	-15	7	1.1
29	CCCCCNC(=O)c1ccc2c(=O)n(CC3CCCO3)c(=O)[nH]c2c1 (stereo unspecified)
 : -29	5	3	6	103	30	0	3[fluorescence artefact?]	1
30	Nc1ccc2oc(-c3cccs3)nc2c1
 : -3	10	-3	7	118	2	0	12[fluorescence artefact?]	1.2

(next part)
Fields: sEH act	CD11b adhes inh	Mac1 fbg enh	Calb biofilm kill	ERa coact pot	sEH inhibitor	ERb coact inh	Smad3 inh	MT1-MMP txn act
31	CCO/C=C1/C(=O)N(C(C)=O)c2ccccc21
 : 8	.	.	1	100	-10	8[fluorescence artefact?]	-14	1.2
32	Cc1ccc(C(=O)Nc2nc3ccccc3s2)s1
 : .	14	-5	.	144	.	-1	3	0.7
33	O=C(Nc1nc2ccccc2[nH]1)C1CCN(S(=O)(=O)c2cccs2)CC1
 : 9	-9	-1	.	.	-7	.	.	.
34	Cc1cc(C)nc(N2CCCC(C(=O)NC(C)CCc3ccco3)C2)n1 (stereo unspecified)
 : -38	-4	-5	4	118	39	3[fluorescence artefact?]	1	1.1
35	CC1(C(=O)Nc2nnc(C(C)(C)C)s2)Cc2ccccc2C(=O)O1 (stereo unspecified)
 : 3	.	.	5	121	-4	-10	2	1.1
36	O=C(CSc1ncn[nH]1)c1ccc2c(c1)OCO2
 : -10	-24	5	2	109	12	-4	3	1.4
37	C=CCn1c(SCC(=O)Nc2cc(C)ccc2C)nnc1-c1cnccn1
 : 0	1	0	-1	105	-1	-2	9	1.1
38	O=C(CSc1nnc(-c2cc(-c3cccs3)nc3ccccc23)o1)NC1CCCCC1
 : 13	-12	6	-1	94[fluorescence artefact?]	-11	0	1	1.4
39	CCOC(=O)CSc1nccc(N(C)C)c1C#N
 : -12	-4	-6	6	120	11	2[fluorescence artefact?]	5	1.1
40	Cc1[nH]n(-c2ccccc2)c(=O)c1-c1ccc(Cl)cc1
 : 2	17	0	-1	63[fluorescence artefact?]	-2	-9	4	1.3
41	CCOc1ccc(N(CC(=O)Nc2ccc(F)c(F)c2)S(=O)(=O)c2c(C)noc2C)cc1
 : .	-8	2	-3	111	.	19	-6	1.2
42	CC(C)(C)c1cc(N/C=C\c2nnnn2-c2ccc(Br)cc2)no1
 : -4	.	.	5	101	7	-14[fluorescence artefact?]	5	1
43	CCOC1Cc2ccccc2N(C(N)=O)c2ccccc21 (stereo unspecified)
 : 1	-23	3	7	105	-4	5	12	1.1
44	COCCSc1ccccc1C(=O)N1CCOCC1
 : 11	3	-1	6	99	-9	-1	9	1.1
45	O=C(CSc1nnc(-c2ccncc2)n1Cc1ccco1)OC1CCCCC1
 : -7	3	3	4	120	7	2	8	1
46	CCOC(=O)N1CCN(c2cc(C)nc3nc(C)nn23)CC1
 : .	.	.	9	99	.	8	0	1.1
47	COc1ccc(C(=O)O)cc1F
 : -4	8	-2	.	.	3	.	.	1
48	COc1ccc(-c2coc3c(CN4CCCCC4)c(O)c(CN4CCCCC4)c(O)c3c2=O)cc1
 : .	-15	2	9	79[fluorescence artefact?]	.	35[fluorescence artefact?]	4	1.2
49	Cc1ccc(Cn2cc(/C=C/C(=O)O)c(-c3ccccc3)n2)cc1
 : -2	7	-3	8	103	3	-7	-10	1.1
50	O=C1CC(CCC(=O)NC2CC2)c2ccccc2N1 (stereo unspecified)
 : .	-16	4	5	100	.	-18	9	1.1
51	COc1cc(OC)c(C(=O)Nc2ncn[nH]2)cc1OC
 : 2	.	.	5	99	0	-21	1[fluorescence artefact?]	1.1
52	Cc1ccc2c(c1)nnn2C1CCN(S(=O)(=O)c2ccc(C(=O)N(C)C)cc2)CC1
 : 8	.	.	5	112	-8	0	1	1.1
53	Cc1cc(-c2ccco2)n(CC(=O)O)n1
 : .	-5	-4	2	126	.	-12[fluorescence artefact?]	3	1.2
54	Cc1cc(C)c(C(=O)CC2(O)C(=O)Nc3ccccc32)cc1C (stereo unspecified)
 : 14	-28	6	10	97	-13	12	-2	1
55	O=C(CSCc1ccc(F)cc1)Nc1ccccc1
 : -4	15	-7	.	.	3	.	.	.
56	CCOc1ccc2ccccc2c1C(=O)N1CCN(c2ccccc2)CC1
 : 0	.	.	-5	104	0	-2	3	0.8
57	O=C(CSc1ccccc1)NCc1cccnc1
 : .	-10	-1	10	117[fluorescence artefact?]	.	-9[fluorescence artefact?]	5	1.2
58	COc1ccc(C)cc1NC(=O)CCS(=O)(=O)c1cccc2nonc12
 : -10	-5	-3	0	110[fluorescence artefact?]	9	-8	-15	1
59	Cn1ccnc1SCC(=O)Nc1sccc1C#N
 : 4	.	.	8	43[fluorescence artefact?]	-4	39	-3	1.3
60	COc1cccc(C(=O)Cn2c(N3CCCCC3)nc3c2c(=O)n(C)c(=O)n3C)c1
 : .	-7	-1	5	104	.	3	5	1

Next section
Fields: sEH act	CD11b adhes inh	Mac1 fbg enh	Calb biofilm kill	ERa coact pot	sEH inhibitor	ERb coact inh	Smad3 inh	MT1-MMP txn act
61	Cc1c(CCC(C)C)c(=O)n2c([nH]c3ccccc32)c1C#N
 : 6	7	-6	4	113	-6	-9	-4	1.1
62	CSc1ccc(Cl)c(C(=O)OCC(=O)NC2CC2)c1
 : 1	.	.	5	88	2	-4	-2	1
63	COc1cc(Br)cc(CN2CCN(C=O)CC2)c1O
 : 16	-8	-7	5	109	-15	2[fluorescence artefact?]	2	1.1
64	COc1ccc(-n2nc(C(=O)c3cccs3)cc(-c3nc4ccccc4[nH]3)c2=N)cc1
 : 4	.	.	5	72[fluorescence artefact?]	-4	30[fluorescence artefact?]	-4	0.7
65	Cc1ccc2nc(NC(=O)c3ccco3)sc2c1
 : -4	44	-3	4	106	3	-7	16	.
66	CCCCCCOC(=O)C(C#N)c1nc2ccccc2nc1N1CCOCC1 (stereo unspecified)
 : .	11	4	5	131[fluorescence artefact?]	.	-4[fluorescence artefact?]	0	1.2
67	COC(=O)c1ccc(NC(=O)C2CCN(C(=O)c3cc(OC)c(OC)c(OC)c3)CC2)cc1
 : -11	-22	-6	6	105	8	-18	1	1.2
68	O=C(c1ccccc1)N(Cc1ccc(F)cc1)C1CCS(=O)(=O)C1 (stereo unspecified)
 : -16	-10	-1	5	174	14	3[fluorescence artefact?]	-8	1.1
69	COC(=O)c1cc2oc(C)cc2n1CC(=O)Nc1ccc(OC)c(OC)c1OC
 : 7	5	4	5	137	-5	-5[fluorescence artefact?]	0	1.1
70	CCOCCCNC(=O)C(NC(=O)c1ccccn1)c1ccc(C)cc1 (stereo unspecified)
 : 14	.	.	6	94	-16	7	7	1.1
71	CCOc1ccc(-c2nc(C)c(C(C)=O)n2O)cc1
 : 4	6	-2	2	97	-6	-3	13[fluorescence artefact?]	1.4
72	O=C1COc2ccccc2CN1
 : .	.	.	0	97	.	-10	11	1
73	O=C(Nc1ncccc1Cl)c1cccc(F)c1
 : 12	-7	-3	4	114	-10	1	1	1.2
74	COc1ccc(OC)c(S(=O)(=O)NCc2csc(-c3ccccc3)n2)c1
 : 11	-4	-2	-3	108	-8	0	-15	1
75	Cc1ccc(NC(=O)N2CCc3ccccc32)cc1
 : -31	.	.	7	108	31	-1[fluorescence artefact?]	2	.
76	CC1CCC(C(=O)NC(C(=O)N2CCN(c3ccccn3)CC2)C(C)C)CC1 (stereo unspecified)
 : -6	5	-1	4	109	5	-9	7[fluorescence artefact?]	1.2

Screens: PubChem, several laboratories
